Gal4-VP16 FLuc – inhibits Gal4-VP16 luciferase reporter, ROR gamma counter-screen. Drosophila S2 Gal4-VP16 UAS-luciferase, luminescence, 20 h. Potency, µM (series often up to 53.6 µM), for inactives: at the highest dose activity, negative = inhibition, hits mostly inhibitors. 3.5% of 310,000 active;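 further: Gal4-VP16 expression switched on by copper sulfate through the metallothionein promoter; potency means the concentration at half of the fitted maximal effect; on the % scale 0 is the no-effect control and ±100 the full control effect; nearly all actives have a fitted effect of over 50% in size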
ELG1 repair inh – ELG1-dependent DNA repair inhibition | HEK293T ELG1-luciferase reporter, luminescence, 16 h; DNA damage induced by 5-fluorouridine | Potency, µM (doses to about 46.1 µM), inactives show at the top dose activity change, negative = inhibition, usual class: inhibitors | 2.3% of 330,000 active | AID 504467; further: potency means the concentration at half of the fitted maximal effect; on the % scale 0 is the no-effect control and ±100 the full control effect; nearly all actives have a fitted effect of over 55% in size
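Luminescence from the luciferase reporter, measured 30 min after ONE-Glo reagent at room temperature, was the read-out. Beforehand, 2,000 cells per well were exposed for 16 hr at 37 °C to 5-fluorouridine together with compound or vehicle.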
Menin-MLL TR inh – displaces Texas Red mutant MLL peptide from human menin. Menin + Texas Red MLL mutant peptide, fluorescence polarization. AID 1768. Potency, µM (series often up to 61.6 µM), inactives show at the highest dose FP activity change, negative = inhibition, usual class: inhibitors. O00255. 0.23% of 270,000 active; active means well fitted inhibition curve with a large enough effect in the polarisation, with a control signal flat, not every such curve was filed as active; inconclusive means small, poorly fitted or top-dose-only effect, or effect the other way, or a change in a side signal; inactive means no such curve, though single readings can be large or run the other way; the % refers to the polarisation; further: potency means the concentration at half of the fitted maximal effect; % of control where 0% means no effect; many of its hits are not listed in these tables
RORg inh – blocks mouse ROR gamma transcriptional activity; P51450; Drosophila S2 Gal4-RORgamma UAS-luciferase reporter, 20 h; Potency, µM (top dose mostly 53.6 µM), without a hit: at the highest dose activity change, negative = inhibition, actives largely listed as inhibitors; 5.4% of 310,000 active; AID 2551; further: potency means the concentration at half of the fitted maximal effect; on the % scale 0 is the no-effect control and ±100 the full control effect; nearly all actives have a fitted effect of over 60% in size
Target sequence (P51450 whole entry, looked up, the tested form may be a part): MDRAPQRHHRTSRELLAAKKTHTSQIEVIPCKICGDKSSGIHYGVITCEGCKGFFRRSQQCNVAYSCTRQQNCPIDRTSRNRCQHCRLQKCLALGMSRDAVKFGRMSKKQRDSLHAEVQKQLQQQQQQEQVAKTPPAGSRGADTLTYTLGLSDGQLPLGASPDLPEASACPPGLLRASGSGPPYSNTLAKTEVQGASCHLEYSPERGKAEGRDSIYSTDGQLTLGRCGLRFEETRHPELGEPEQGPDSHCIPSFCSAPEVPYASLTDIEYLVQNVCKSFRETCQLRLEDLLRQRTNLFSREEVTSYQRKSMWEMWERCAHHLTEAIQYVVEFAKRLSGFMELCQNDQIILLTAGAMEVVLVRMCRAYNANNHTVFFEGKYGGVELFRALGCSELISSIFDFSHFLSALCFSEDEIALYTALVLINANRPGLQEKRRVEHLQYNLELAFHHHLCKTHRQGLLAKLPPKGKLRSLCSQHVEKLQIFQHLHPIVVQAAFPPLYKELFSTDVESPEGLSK
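ROR gamma transcriptional activity was tracked as Gal4-UAS luciferase output in stably transfected Drosophila Schneider cells, with compound added 1 hr before 700 uM copper sulfate induction and a 20 hr ambient-temperature incubation.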
MBNL1-CUG inh – inhibitors of human MBNL1 binding to CUG repeat RNA. Q9NR56. TR-FRET MBNL1-His/biotin-(CUG)12 binding, 665/545 ratio. Potency, µM (doses to about 57.5 µM), without a hit: at the highest dose activity change, negative = inhibition, usual class: inhibitors. 0.036% of 280,000 active. AID 2675; active means well fitted inhibition curve with a large enough effect in the signal ratio, with a control signal flat, not every such curve was filed as active; inconclusive means small, poorly fitted or top-dose-only effect, or effect the other way, or a change in a side signal; inactive means no such curve, though single readings can be large or run the other way; the % refers to the signal ratio; further: potency means the concentration at half of the fitted maximal effect; on the % scale 0 is the no-effect control and ±100 the full control effect
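Ratiometric TR-FRET (665 over 545 nm, excitation 340 nm) tracks disruption of MBNL1-His/biotin-(CUG)12 complex after 60 min at room temperature, with compounds at 92 nM to 58 uM final.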
Rab9 promoter act – activators of Rab9 promoter. Huh7 Rab9 promoter-luciferase reporter, luminescence, 24 h. Potency, µM (doses to about 9.22 µM), for the others: at the highest dose activation, negative = inhibition, usual class: activators. AID 485297. 2.8% of 320,000 active; further: potency means the concentration at half of the fitted maximal effect; % of control where 0% means no effect; nearly all actives have a fitted effect of over 60% in size
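Quantitative HTS format; Huh7 Rab9-luciferase reporter cells (1500/well) receive compound 2 h post-plating, incubate 24 h at 37 °C, then get luciferase reagent for 10 min before luminescence reading.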
KCNH2 3.1 inh – KCNH2 3.1 (human) potassium channel inhibition | activity change, % (tested at about 1.8 µM) | U2OS KCNH2 3.1, thallium flux FluxOr; stronger effect = lower value | 0.95% of 340,000 active;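 active means maximum activity change below -70%; inconclusive means maximum activity change from -70% to -50%; inactive means maximum activity change above -50%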;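 further: thallium influx rate constant from kinetic fluorescence after stimulation buffer; on the % scale 0 is the no-effect control and ±100 the full control effect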
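Measured as rate of thallium-driven FluxOr signal in transduced U2OS cells carrying the 3.1 channel, read kinetically for 2 min upon stimulation; values are rate constants scaled to DMSO control wells.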
FLuc counter – inhibits or activates purified firefly luciferase, miR-21 counter-screen; P08659; purified FLuc, Km substrates, luminescence inhibition; Potency, µM (doses to about 57.5 µM), for inactives: top-dose activity change, negative = inhibition, actives largely listed as inhibitors; 6.9% of 360,000 active; AID 588342;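 further: potency means the concentration at half of the fitted maximal effect; plate controls were vehicle for no effect and reference inhibitor for full effect; nearly all actives have a fitted effect of over 55% in size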
Target sequence (P08659 whole entry, looked up): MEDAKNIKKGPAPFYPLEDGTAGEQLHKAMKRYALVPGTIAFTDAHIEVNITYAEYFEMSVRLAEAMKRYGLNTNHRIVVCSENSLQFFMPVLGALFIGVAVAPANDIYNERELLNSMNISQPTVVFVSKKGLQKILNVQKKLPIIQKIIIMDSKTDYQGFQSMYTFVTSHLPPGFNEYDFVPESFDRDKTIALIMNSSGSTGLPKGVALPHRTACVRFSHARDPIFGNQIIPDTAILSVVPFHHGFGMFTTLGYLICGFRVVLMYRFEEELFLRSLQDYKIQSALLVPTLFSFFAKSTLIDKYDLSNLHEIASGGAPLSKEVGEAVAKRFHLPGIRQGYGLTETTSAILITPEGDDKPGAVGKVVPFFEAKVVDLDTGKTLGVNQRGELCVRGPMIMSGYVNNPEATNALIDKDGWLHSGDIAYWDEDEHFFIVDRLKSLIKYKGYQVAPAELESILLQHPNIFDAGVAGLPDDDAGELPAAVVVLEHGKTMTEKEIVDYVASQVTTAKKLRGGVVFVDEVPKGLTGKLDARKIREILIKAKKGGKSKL
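Purified P. pyralis luciferase, 10 nM final, with Km-level 10 uM D-luciferin and 10 uM ATP in 50 mM Tris acetate pH 7.5, 10 mM Mg acetate, 0.01% Tween-20, 0.05% BSA; 6-point qHTS titration about 60 µM downward; luminescence read.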
NPC1 prom act – activates the NPC1 promoter; Huh7 NPC1 promoter luciferase reporter, 24 h; Potency, µM (top dose mostly 9.22 µM), for the others: at the top dose activation, hits mostly activators; 2.4% of 320,000 active; AID 485313;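 further: potency means the concentration at half of the fitted maximal effect; % of control where 0% means no effect; nearly all actives have a fitted effect of over 60% in size; reporter is driven by a mutant NPC1 promoter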
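In 1536-well qHTS, Huh7 cells harboring an NPC1 promoter–luciferase construct received compound for 24 h; activation was quantified by luminescence following luciferase reagent addition.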
Mito fusion yeast – inhibitors of mitochondrial division or activators of mitochondrial fusion. S. cerevisiae fusion-defective mutant growth rescue, CellTiterGlo 48 h. Potency, µM (series often up to 46.1 µM), for the others: at the top dose growth rescue (activation), most hits filed as activators. 0.23% of 320,000 active;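 further: potency means the concentration at half of the fitted maximal effect; % of control where 0% means no effect; nearly all actives have a fitted effect of over 45% in size; temperature-sensitive fusion mutants such as fzo1-1 at 37 °C on non-fermentable ethanol glycerol medium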
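Compounds are tested for their ability to restore growth of mitochondrial fusion-defective yeast strains at non-permissive 37C in YPEG medium over 48 hours. Viability is quantified by luciferase luminescence.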
PKM2 activator – PKM2 (human) enzyme activation | Potency, µM (highest dose often 57.5 µM), for inactives: at the highest dose activation, most hits filed as activators | 0.34% of 260,000 active | P14618 | purified PKM2, Kinase-Glo ATP luminescence, activation; response scale: 0% is enzyme alone, no compound; further: potency means the concentration at half of the fitted maximal effect; on the % scale 0 is the no-effect control and ±100 the full control effect; nearly all actives have a fitted effect of over 55% in size
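Purified hPK-M2 (>95%) run at intermediate activity with 0.1 mM ADP and 0.5 mM PEP in 50 mM imidazole pH 7.2, KCl, MgCl2; 1 h room temperature. ATP formed read by Kinase-Glo luminescence; normalized to uninhibited and no-enzyme controls.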
Starred values were filed as active, the others as inactive; ? = inconclusive; / = not tested or not shown; [ ] = dose if it differs, or a comment. Unless noted, the call rests on the fitted dose curve; in most records, active means well fitted curve in the direction sought with a large enough effect; inconclusive means small, poorly fitted or top-dose-only effect, or another doubt; inactive means no such curve, though single readings can be large; an effect the other way counts as inactive or inconclusive. Not all compounds are listed; the hit share may differ from the screen's.

SMILES	Gal4-VP16 FLuc	ELG1 repair inh	Menin-MLL TR inh	RORg inh	MBNL1-CUG inh	Rab9 promoter act	KCNH2 3.1 inh	FLuc counter	NPC1 prom act	Mito fusion yeast	PKM2 activator
O=C(Nc1ncccn1)C1CCCN1S(=O)(=O)c1ccc(Cl)c(Cl)c1 (stereo unspecified)	1%	6%	-1%	26%	-3%	-1%	-14	1%	-3%	-4%	-6%
C/C(=N\NC(=O)c1cccc(Cl)c1)C1C(=O)c2ccccc2C1=O	-4%	0%	5%	-4%	?	?	5	?	26%	?	5%
Cc1cccc(C)c1NC(=O)CN(C)C(=O)c1ccc(N2C(=O)CCC2=O)cc1	/	-3%	/	/	/	1%	-8	6%	-9%	-1%	/
CN(C)c1ccc(/C=N/OC(=O)Nc2ccccc2)cc1	?	?	?	?	?	0.45µM*	8	1.1µM*	0.71µM*	11%	/
CCOC(=O)c1cc(NC(=O)OC)c(C)nc1C	0%	4%	-3%	-4%	2%	2%	11	0%	-1%	-1%	3%
CC(C)(C)OC(=O)N[C@@H](Cc1ccccc1)C(=O)N1CCC(C(=O)O)CC1	-2%	8%	0%	-3%	-1%	-2%	-2	1%	-2%	-1%	2%
COc1cc2sc(C)nc2c2sccc12	-4%	2%	-3%	-19%	0%	7%	-4	3%	1%	1%	-4%
Cc1ccc(N(C(=O)CS(=O)CC(=O)Nc2ccc(F)cc2)C(C)C(=O)NC(C)(C)C)cc1 (stereo unspecified)	-17%	?	?	-32%	-2%	3%	-11	-2%	4%	8%	/
O=C(Nc1ccc2nc(-c3ccco3)[nH]c2c1)c1cccs1	-19%	?	15%	?	1%	3.2µM*	2	2.7µM*	?	3%	-12%
CCCOc1ccc(-c2nc(OCC)c3ccccc3n2)cc1	?	15%	8%	?	0%	-4%	6	?	9%	-1%	1%
CC(=O)c1cccc(NC(=O)NC2CCCc3ccccc32)c1 (stereo unspecified)	1%	-1%	12%	29%	-1%	-7%	0	-3%	-2%	5%	-1%
O=C1COc2ccc(C(=O)COC(=O)CCc3ccc(S(=O)(=O)N4CCOCC4)cc3)cc2N1	/	5%	-19%	13%[0.365 µM]	-9%	-2%	11	0%	-5%	-6%	9%
COCCn1c(-c2ccccc2)cnc1N	?	3%	-12%	11µM*	4%	1%	4	-2%	1%	-1%	4%
CC(=O)OCC1OC(OCc2cn(C[C@H]3CC[C@H](Cn4cc(COC5OC(COC(C)=O)C(OC(C)=O)C(OC(C)=O)C5OC(C)=O)nn4)O3)nn2)C(OC(C)=O)C(OC(C)=O)C1OC(C)=O (stereo partly specified)	3%	6%	-20%	-32%	-17%	-5%	5	-9%	10%	-3%	-7%
CCCCN1C(=O)C(=O)N(CC(=O)c2cc(C)n(-c3cc(C)on3)c2C)C1=O	/	28%	/	/	/	1%	-20	7%	-1%	8%	/
N#Cc1c(Nc2ccc(Cl)cc2)s[nH]c1=O	?	0%	/	?	6%	-3%	-2	-19%	-1%	10%	-2%
CCOn1c(=O)c(=O)n(O)c2ccccc21	-1%	12%	-1%	1%	-3%	-4%	12	-12%	1%	2%	-35%
CC(=O)Nc1ccccc1NC(=O)C/C(C)=N/NC(=O)Cc1cccc2ccccc12	-4%	0%	-8%	-11%	-5%	0%	10	-2%	-2%	-5%	/
O=C(O)c1cc2nccc(-c3ccco3)n2n1	-1%	-6%	/	-9%	?	-6%	-2	2%	1%	-1%	3%
CCOc1ccc(CNC(=O)c2ccc(Sc3ccc(C)cc3)c(NC(C)=O)c2)cc1	5%	?	-17%	2%	-4%	3%	4	-3%	-5%	9%	3%
Cc1ncn(C23CC4CC(CC(C4)C2)C3)n1	18%	14%	-8%	-44%	-6%	-2%	11	2%	-5%	-9%	0%
Cn1c2ccccc2c(=O)c2cc(C#CC3=CCCCC3)ccc21	/	?	/	/	/	?	-1	6.7µM*	?	-11%	/
O=C(Nc1cccc(Cl)c1)C1C2CCC3C(CCC21)C3(Cl)Cl (stereo unspecified)	?	26µM*	-26%	?	-19%	-5%	2	-19%	1%	16%	4%
CC1=[N+]([O-])C(C)(C)N(O)C1(C)C	0%	-7%	/	20%	/	8%	9	0%	2%	-2%	-1%
Cc1cc(C)c(C(=O)N2CCC(N3CCC(C(=O)NC(C)C)CC3)CC2)o1	-1%	3%	-14%	14%	3%	13%	13	4%	-2%	-3%	-1%
Carrying on:
SMILES	Gal4-VP16 FLuc	ELG1 repair inh	Menin-MLL TR inh	RORg inh	MBNL1-CUG inh	Rab9 promoter act	KCNH2 3.1 inh	FLuc counter	NPC1 prom act	Mito fusion yeast	PKM2 activator
CCc1ccc(/C=C2/SC(=S)N(CCC(=O)Nc3cccc(C(=O)O)c3)C2=O)cc1	-17%	?	37%[activator]	?	4%	25%	1	2.1µM*	?	5%	2%
COc1ccc(/C=N/Nc2cc(N(C)C)nc(N(C)C)n2)cc1	3%	?	4%	-5%[10 µM]	/	-4%	-10	15µM*	3%	-1%	15%
O=C(NCc1ccccc1)c1onc(CS(=O)(=O)c2ccccn2)c1C(=O)NCc1ccccc1	/	?	/	/	/	0%	-28	13%	1%	1%	/
Cc1ccc(C(=O)Cn2c(=N)n(CCN3CCOCC3)c3ccccc32)cc1	/	14%	/	/	/	1%	0	5%	8%	-1%	/
Cc1nc(Cl)c(C#N)cc1-c1ccccc1	1%	-9%	/	-5%	-5%	5%	10	3%	-4%	2%	5%
COc1ccc(OC)c(NC(=O)C2CCCN2S(=O)(=O)c2cccc3nsnc23)c1 (stereo unspecified)	-7%	?	/	-28%	?	-2%	?	2%	-3%	8%	/
O=c1ccnc2n1COCS2	11%	12%	/	8%	0%	-3%	0	-1%	0%	3%	-3%
Cc1ccc(CNc2cccnc2)cc1	11%	?	-7%	-19%	-5%	?	1	-18%	23%	-3%	/
Cc1cccc(NC(=S)N2CCC(c3nc4ccccc4s3)CC2)c1	?	-1%	13%	13µM*	-1%	-1%	4	3%	6%	-7%	0%
Cc1cccc(CNc2ncnc3ccc(-c4ccc5c(c4)OCO5)cc23)c1	-19%	12%	18%	?	/	-2%	/	0%	-4%	19%	/
O=C(CN(C(=O)CNC(=O)c1cccs1)c1ccccc1)NC1CCCCC1	-3%	5%	-16%	-23%	-9%	-9%	11	1%	-3%	3%	7%
Cc1ccccc1NC(=O)C(C)SCc1ccccc1 (stereo unspecified)	1%	-6%	4%	8%	-3%	0%	-9	5%	-3%	2%	2%[11.5 µM]
O=C(NC1CCCCC1)C1CC=CCC1C(=O)OCC(Cl)=C(Cl)Cl (stereo unspecified)	-1%	27%	?	-10%	0%	7%	-2	0%	1%	8%	2%
CCOc1ccc(C(C)(C)C)cc1S(=O)(=O)N1CCOCC1	-2%	27%	-3%	-2%	9%	0%	2	0%	1%	2%	13%
COc1ccccc1NC1=C(Cl)C(=O)N(c2ccccc2)C1=O	12%	5%	14%	?	14%[11.5 µM]	-2%	-5	?	0%	10%	5%
COc1cc(C(C)=O)ccc1OC(=O)c1cc2cccc(OC)c2oc1=O	-6%	8%	-8%	9%	27%	2%	1	4%	-1%	-2%	-3%
COc1cc(C(=O)Nc2cccc3cccnc23)cc(OC)c1OC	-16%	21µM*	?	-3%	16%	-6%	2	-9%	1%	0%	-9%
COc1cccc(-c2nc(=S)c3c(o2)CCCC3)c1	-13%	?	14%	-15%	-3%	?	5	3µM*	3%	17%	0%
FC(F)(F)c1cc(-c2ccccc2)nc(N2CCCCC2)n1	0%	10%	1%	11%	10%	-1%	-2	-2%	-3%	-7%	-5%
CCC(C)/C(C)=N/NC(=O)C1COc2ccccc2O1 (stereo unspecified)	-2%	16%	8%	-1%	/	-4%	1	4%	-1%	-4%	0%
CCCC(=O)Nc1nn(C)c2nc3c(C)cccc3cc12	-11%	0%	-3%	5%	6%	1%	-5	2%	-2%	5%	-4%
COc1ccccc1NC(=O)CCN1C(=O)c2ccccc2S1(=O)=O	6%	-6%	-15%	-16%	0%	0%	26	-2%	-2%	-7%	2%
O=C(NC(Cc1c[nH]c2ccccc12)C(=O)O)c1ccccc1 (stereo unspecified)	17%	8%	-16%	?	-12%	1%	/	3%	-3%	2%	1%
CCc1cccc(NC(=O)Cc2ccc([N+](=O)[O-])cc2)c1	-1%	10%	12%	0%	21%	-4%	-1	3%	1%	0%	6%

Screening data deposited in PubChem BioAssay by National Center for Advancing Translational Sciences (NCATS).
